Screening data deposited in PubChem by several laboratories.
KCNQ1 pot = potentiates or activates the human KCNQ1 potassium channel; B-score at 10 µM; hit rate 0.35% among 310,000; AID 2648; CHO-K1 KCNQ1, thallium flux FluxOR fluorescence; stronger effect = higher value; P51787;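 active = fluorescence ratio B-score, a plate-corrected score, at least three library SD, with initial intensity B-score within 5 SD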
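assay system = KCNQ1-transfected CHO-K1 cells | medium = assay buffer with matched DMSO | probe or stimulus = depolarizing K+/Tl+ stimulus, K2SO4 and Tl2SO4 each 12.5 mM in 5x stock | dosing = single dose | incubation = dye 90 min, compound 20 min, room temperature | detection = kinetic FluxOR fluorescence, 10 s baseline plus 110 s post-stimulus | evaluation = ratio B score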
ANO1 activ = activators or potentiators of mouse TMEM16A chloride channel | HEK293 TMEM16A/YFP-H148Q/I152L, iodide quench fluorescence; stronger effect = lower value | B-score at 10 µM | hit rate 0.3% among 340,000 | AID 623877;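 active = fluorescence-ratio B-score plate-corrected deviation score at least 3 library SD below zero, with starting fluorescence score within 5 deviations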;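 note: channel opened by trigger with iodide after compound preincubation; score built on the fluorescence ratio of max minus min over baseline; more negative score means more quench and so TMEM16A activation or potentiation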
Target sequence (Q8BHY3 whole entry, looked up): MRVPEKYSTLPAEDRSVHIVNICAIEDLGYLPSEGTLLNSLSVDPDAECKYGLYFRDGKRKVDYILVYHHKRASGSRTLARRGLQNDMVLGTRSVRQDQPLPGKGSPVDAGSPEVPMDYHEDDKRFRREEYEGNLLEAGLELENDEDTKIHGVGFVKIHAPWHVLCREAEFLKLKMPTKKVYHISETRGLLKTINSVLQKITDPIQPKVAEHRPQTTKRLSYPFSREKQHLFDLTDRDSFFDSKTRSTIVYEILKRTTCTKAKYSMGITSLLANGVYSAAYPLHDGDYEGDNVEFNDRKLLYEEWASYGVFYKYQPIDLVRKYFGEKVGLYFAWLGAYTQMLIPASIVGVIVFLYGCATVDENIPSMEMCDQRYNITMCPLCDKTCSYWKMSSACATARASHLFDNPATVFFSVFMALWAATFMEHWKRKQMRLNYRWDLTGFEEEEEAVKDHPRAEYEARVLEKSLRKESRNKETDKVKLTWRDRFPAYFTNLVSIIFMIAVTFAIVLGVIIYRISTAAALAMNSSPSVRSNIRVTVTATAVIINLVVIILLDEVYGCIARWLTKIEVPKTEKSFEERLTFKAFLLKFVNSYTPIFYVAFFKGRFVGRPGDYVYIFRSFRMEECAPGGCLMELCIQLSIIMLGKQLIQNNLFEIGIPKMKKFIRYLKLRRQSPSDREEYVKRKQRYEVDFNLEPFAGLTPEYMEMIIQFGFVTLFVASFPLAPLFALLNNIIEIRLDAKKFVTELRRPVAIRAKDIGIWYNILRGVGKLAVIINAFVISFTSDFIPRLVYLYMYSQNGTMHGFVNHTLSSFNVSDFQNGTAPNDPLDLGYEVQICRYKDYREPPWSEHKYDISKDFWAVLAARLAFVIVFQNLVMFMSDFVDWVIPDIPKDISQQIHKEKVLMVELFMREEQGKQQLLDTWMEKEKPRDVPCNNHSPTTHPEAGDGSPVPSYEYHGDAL
TRPC4 potent = allosteric potentiators of mouse TRPC4 channel; Q9QUQ5; HEK293 TRPC4beta/mu-opioid, DAMGO EC20, Fluo-4 Ca2+ flux; stronger effect = higher value; B-score at 10 µM; hit rate 0.42% among 310,000; AID 2227;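 active = B-score of calcium response area above 5 SD of library B-scores, with initial fluorescence ratio within 5 SD of library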;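 note: B-score of integrated fluorescence ratio over time as area under calcium response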
KCNQ1 inh = blocks the human KCNQ1 potassium channel | CHO-K1 KCNQ1, FluxOR thallium flux fluorescence; stronger effect = higher value | B-score at 10 µM | hit rate 1.3% among 310,000 | AID 2642;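 active = compounds whose thallium flux B-score, printed positive for inhibition, exceeds three library SD while starting fluorescence stays within three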;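 note: channel opened by potassium depolarization with thallium stimulus after 20 min compound exposure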
Dyrk1A ADPGlo = Dyrk1A (rat) kinase inhibition. ADP-Glo luminescence, NFATc1 peptide. inhibition, % at 12.5 µM. hit rate 0.43% among 310,000; in the data active = inhibition above about 50%;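 note: plate controls were vehicle with enzyme for no effect and no enzyme for full effect; many of its hits are not listed in these tables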
HDAC3 inh = human HDAC3 inhibition; O15379; recombinant HDAC3, fluorogenic peptide/trypsin coupled, fluorescence; inhibition, % at 8.3 µM; hit rate 0.15% among 320,000; AID 2718; in the data active = inhibition above about 26%, passing the limit was not always enough; inconclusive = no clear call, values can overlap the other calls
KCNK9 inh = inhibitors of human KCNK9 two-pore domain potassium channel | B-score at 10 µM | HEK293 KCNK9, FluxOR thallium flux fluorescence; stronger effect = lower value | hit rate 1.2% among 310,000;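 active = ratio B-score over 3 SD below the library mean, with starting fluorescence within 5 SD of its mean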;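 note: negative B-score means less thallium flux so channel inhibition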
TMEM16A inh = blocks the mouse calcium-activated chloride channel TMEM16A; Q8BHY3; HEK293 TMEM16A/YFP iodide influx fluorescence, ionomycin; normalized B-score (activity score, 25-100; higher = stronger inhibition) at 10 µM; hit rate 1.2% among 310,000;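 active = ratio plate-corrected score three or more library SD toward inhibition, starting fluorescence score within five deviations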;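 note: score derived from kinetic fluorescence span divided by baseline fluorescence per well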
TRPC4 agonist = opens the mouse TRPC4 cation channel; AID 2237; hit rate 0.49% among 310,000; B-score at 10 µM; HEK293 TRPC4beta/mu-opioid, Fluo4 calcium fluorescence; stronger effect = higher value; Q9QUQ5;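 active = B-score above 5 SD of library B-scores, and initial fluorescence ratio not above library mean plus 5 SD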;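 note: positive B-score marks a calcium rise read as TRPC4 activation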
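system = HEK293 cells stably co-expressing mouse TRPC4beta and mu-opioid receptor | schedule = Fluo4 dye loading 45 min at room temperature, 110 s recording | measure = B-scored integrated calcium fluorescence ratio | signal = Fluo4 calcium-sensitive dye fluorescence, kinetic, 1 Hz baseline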
hERG rescue = hERG (human) protection from proarrhythmic block. activation (rescue from dofetilide block), less the hit threshold, % at 10 µM. hit rate 0.51% among 310,000. CHO-hERG, FluxOR thallium flux, dofetilide IC70 present. Q12809. AID 1511;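 active = activation above the mean of controls blocked by dofetilide plus 5 SD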;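 note: thallium influx through hERG after potassium depolarization seen as dye fluorescence rise; in these data hits start at about 4.7%; inactives centre near -7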
KCNK3 block = human KCNK3 channel inhibition, primary screen | CHO-KCNK3 thallium flux, FluxOR fluorescence; stronger effect = lower value | B-score at 10 µM | AID 602410 | hit rate 0.84% among 340,000 | O14649;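 active = B-score under library mean minus 4 SD, starting fluorescence ratio at most library mean plus 5 SD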;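 note: more negative B-score means stronger inhibition of thallium flux through KCNK3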
Numbers without * were called inactive; i = inactive; ? = inconclusive; . = not tested or not shown. An excerpt; rates above refer to the full screens.

mol,TRPC4 potent,KCNK9 inh,TRPC4 agonist,HDAC3 inh,TMEM16A inh,KCNK3 block,hERG rescue,KCNQ1 inh,Dyrk1A ADPGlo,ANO1 activ,KCNQ1 pot
c1ccc(CSc2ccc3nnc(-c4cccnc4)n3n2)cc1,i,i,i,.,i,i,-8.3,i,4.0,i,i
S=C1NNC2(CC3CC2C2CCCC32)NN1 (stereo not given),i,i,i,4.8,i,i,-17.9,i,-5.1,i,i
O=C(O)c1ccc(NC(=S)N2CCCCC2)cc1,i,i,i,?,i,i,-3.8,i,-2.1,i,i
C(=N\Nc1nc2ccccc2[nH]1)/c1cccs1,i,i,i,4.2,i,i,0.4,i,-7.6,i,i
O=C(OCc1nc2ccsc2c(=O)[nH]1)c1ccccc1,i,i,i,-2.7,i,i,-14.1,i,8.8,i,i
CCOC(=O)C1CCCN(C/C=C/c2ccccc2[N+](=O)[O-])C1 (stereo not given),i,i,i,-0.6,i,i,-10.4,i,2.0,i,i
COCCN1CCn2c(nc3cc(Nc4nnc(C)c5ccccc45)ccc32)C1,i,i,i,0.0,i,i,-2.9,i,-0.1,i,i
O=S1(=O)Nc2c(ccc3cccnc23)-c2ccccc21,i,i,i,11.0,i,i,-5.3,i,2.3,i,i
O=c1c2ccccc2nc(SCc2nc3ccccc3s2)n1CCCO,i,i,i,1.9,i,i,-5.7,i,2.9,i,i
CS(=O)(=O)N1N=C(c2ccco2)CC1c1ccc(Br)cc1 (stereo not given),i,i,i,-0.5,i,i,-9.2,i,2.0,i,i
COc1ccc(-c2noc(CCc3ccccc3)n2)cc1,i,i,i,-1.0,i,i,-6.2,i,.,i,i
CN(C)CCNc1ncnc2oc(-c3ccccc3)c(-c3ccccc3)c12,i,i,i,-26.4,i,i,-7.0,i,9.7,i,i
Cc1ccc(NC(=S)NC(=O)c2cncc(Br)c2)cc1Cl,i,i,i,4.7,i,i,8.8*,i,.,i,i
Cn1cc(Br)c(-c2cccc(N3C(=O)CC(C)(C)CC3=O)c2)n1,i,i,i,-0.3,i,i,-5.6,i,.,i,i
CC(=O)Nc1ccc(Sc2ccccc2C(=O)O)cc1,i,i,i,-1.7,i,i,2.0,i,2.8,i,i
O=C1C(Cl)=C(NCCN2CCOCC2)C(=O)c2ccccc21,i,i,i,-8.9,i,i,-12.7,i,14.2,i,i
CCCC(=O)Nc1c2c(nn1-c1ccc(OC)cc1)CS(=O)(=O)C2,i,i,i,-5.2,i,i,-8.4,i,-7.3,i,i
CCCCNC(=O)c1oc2ccc(S(=O)(=O)N3CCCC3)cc2c1C,i,i,i,-0.1,i,i,-4.7,i,-2.4,i,i
CC(=O)c1ccc(NC(=O)CCNC(=O)c2ccc(Cl)cc2)cc1,i,i,i,6.0,i,i,-6.2,i,0.1,i,i
CCOC(=O)c1cc2sc(C)cc2n1CC(=O)NCc1ccc(F)cc1,i,i,i,-0.8,i,i,2.4,i,2.6,i,i
CC(=O)N1CCc2cc(Br)cc(S(=O)(=O)NCCCN3CCC(C)CC3)c21,.,.,.,1.1,i,i,.,.,1.6,i,.
COc1cccc(C(=O)C2CCCN(Cc3cccc(OCCO)c3)C2)c1 (stereo not given),i,i,i,-0.3,i,i,-1.1,i,0.6,i,i
CN1CCCC(OC(=O)c2cc(Cl)cc(Cl)c2)C1 (stereo not given),i,i,193*,1.2,i,i,-13.0,i,-4.1,i,i
CCN(CC)Cc1cc(NC2=NS(=O)(=O)c3ccccc32)ccc1OC(=O)c1ccccc1,i,i,i,-7.2,i,i,-14.2,i,4.1,i,i
O=C(O)Cn1nnnc1SCC(=O)Nc1ccc(OC(F)(F)F)cc1,i,i,i,0.7,i,i,-2.9,i,-4.9,.,i
COC(=O)C1=NNC2(c3ccc(C)cc3)C(=O)N(c3cccc(C)c3C)C(=O)C12 (stereo not given),i,i,i,16.9,i,i,-8.5,i,7.3,i,i
CCCN(CC(=O)Nc1ccc(F)c(F)c1F)Cc1cc(=O)n2ccsc2n1,i,i,i,-6.1,i,i,-8.1,i,-1.3,i,i
Cc1c(OCC(=O)NCCCN2CCCC2=O)ccc2c3c(c(=O)oc12)CCC3,i,i,i,-8.5,i,i,-4.9,i,-0.3,i,i
Cc1cc2nnc(SCC(=O)Nc3cccc(S(=O)(=O)N4CCOCC4)c3)n2c2ccccc12,i,i,i,-0.3,i,i,-15.7,i,-0.1,i,i
COc1cccc(N=Cc2nc(-c3ccccc3)oc2OC(C)=O)c1,i,i,i,59.2*,i,i,-8.8,i,9.5,i,i
C=CCc1cccc(CNc2nc3ccccc3n2C(C)C)c1O,i,i,i,21.4,i,i,-1.2,i,18.2,i,i
O=C1C(=O)N(c2ccccc2)C(c2ccccc2[N+](=O)[O-])/C1=C(\O)c1ccccc1 (stereo not given),i,i,i,8.0,i,i,-14.8,i,-0.7,i,i
Cn1c(SCC(=O)Nc2ncc(C(F)(F)F)cc2Cl)nnc1-c1ccc(Cl)cc1,i,i,i,3.0,i,i,-4.6,i,1.6,i,i
Cc1cc2c(cc1C)C(c1ccccc1Br)CC(=O)N2 (stereo not given),i,i,i,3.5,i,i,-9.2,i,-4.3,i,i
CCNC(=O)CSc1nnc(-c2ccccc2Br)n1-c1cccc(C(F)(F)F)c1,i,i,i,-2.2,i,i,-7.8,i,-3.4,i,i
CN(C)CCCN(C(=O)c1ccco1)c1nc2c(F)cc(F)cc2s1,i,i,i,8.4,i,i,-10.9,i,.,i,i
O=C(CSC(=S)N1CCCC1)Nc1ccc(Br)cc1Cl,i,i,i,-5.7,i,i,-9.1,i,2.1,i,i
Cc1c(Cl)cccc1Nc1nc(N)nc(CN2CCCCCC2)n1,i,i,i,-9.9,i,i,-6.2,i,2.1,i,i
N#Cc1ccccc1Sc1ccccc1C(=O)OCC(=O)NC12CC3CC(CC(C3)C1)C2,i,-8.54*,i,4.3,i,i,-6.0,i,-3.2,i,i
COc1ncccc1C(=O)N1CCCC(C(=O)c2cc(F)ccc2F)C1 (stereo not given),i,i,i,-1.0,i,i,-0.3,i,-70.0,i,i
C=Cn1cc[n+](CC(=O)c2ccc(-c3ccccc3)cc2)c1,i,i,i,-8.6,i,i,-2.4,i,13.7,i,i
CC(SC1CCCC1)C(=O)NC(C)(C#N)C(C)C (stereo not given),i,i,i,-1.6,i,i,-15.8,i,3.0,i,i
O=C(Cc1nnc(NC(=O)c2ccccc2)s1)N/N=C\c1ccc(O)c(O)c1,i,i,i,-7.3,i,i,-7.9,i,0.9,i,i
COc1ccc(C=O)cc1OS(=O)(=O)c1ccc(NC(C)=O)cc1,i,i,i,-0.5,i,i,-5.9,i,3.0,i,i
c1ccc(Nc2c3c(nc4ncnn24)CCC3)cc1,i,i,i,3.9,i,i,-6.1,i,-1.5,i,i
Cc1cc(C)cc(NC(=O)CCC(=O)Nc2nnc(C(C)C)s2)c1,i,i,i,8.0,i,i,-6.7,i,1.5,i,i
O=C(CCNS(=O)(=O)c1cccc2nsnc12)NCCc1ccccc1,i,i,i,-0.3,i,i,-6.8,i,7.4,i,i
N#CC(C#N)=C1C=C2C=C(N3CCOCC3)CCC2CC1 (stereo not given),i,i,i,.,.,i,-28.0,6*,.,i,i
COCC(=O)Nc1cc(OC)cc(OC)c1,i,i,i,-4.2,i,i,-0.9,i,-4.8,i,i
CS(=O)(=O)N1CCN(c2nc3ccc(Cl)cc3s2)CC1,i,i,i,-7.7,i,i,-10.5,i,-3.4,i,i
Cc1cc(C(=O)N2CCN(c3ccccn3)CC2)c(C)o1,i,i,i,1.7,i,i,-10.4,i,-10.5,i,i
C=C(C)CN(CC)C(=O)Cn1cnc2c(oc3ccccc32)c1=O,i,i,i,-7.9,i,i,-3.8,i,6.4,i,i
CC(=O)Nc1ccc(NC(=O)CSc2ccc3nnc(CCNS(=O)(=O)c4ccc(C)cc4)n3n2)cc1,i,i,i,4.6,i,i,-3.4,i,0.9,i,i
CCOc1ccc(NC(=O)NCc2ccc3c(c2)OCO3)cc1,i,i,i,-0.6,i,i,-9.5,i,2.4,i,i
CCOC(=O)Cn1c(=O)oc2cc(S(=O)(=O)NC3CCCc4ccccc43)ccc21 (stereo not given),i,i,i,0.4,i,i,-9.9,i,2.3,i,i
COc1ccc(C(=O)Nc2ccccc2C(=O)N2CCOCC2)cc1Br,i,i,i,-1.2,i,i,-13.3,i,-1.8,i,i

Following part
mol,TRPC4 potent,KCNK9 inh,TRPC4 agonist,HDAC3 inh,TMEM16A inh,KCNK3 block,hERG rescue,KCNQ1 inh,Dyrk1A ADPGlo,ANO1 activ,KCNQ1 pot
CC(=O)Nc1cccc(-c2cnc3ccccc3n2)c1,i,i,i,0.9,i,i,-3.2,i,50.4*,i,i
COc1ccc2nc(N=Nc3c(O)ccc4ccccc34)sc2c1,i,i,i,.,.,.,17.5*,i,.,.,15*
COc1ccc(CNc2nc3c(c(=O)[nH]c(=O)n3C)n2CCCc2ccccc2)cc1,i,i,i,1.8,i,i,-0.8,i,2.5,i,i
O=C(O)c1ccccc1NS(=O)(=O)c1ccc2ccccc2c1,i,i,i,-2.6,i,i,-6.7,i,-7.5,i,i
CC(C)Cc1nnc(NC(=O)Nc2ccccc2)s1,i,i,i,-0.8,i,i,-3.9,i,.,i,i
Cc1ccc(/C=C/c2nnc(-c3ccc(C)cc3)o2)cc1,i,i,i,-1.5,i,i,-8.3,i,-0.2,i,i
Cc1ccc(C)c(NC(=S)N2C3CCCC2CC(NC(=O)C2CC2)C3)c1 (stereo not given),i,i,i,-3.1,i,i,-6.5,i,4.2,i,i
COC(=O)C(NC(=O)CN1C(=O)c2ccccc2C1=O)c1ccc(O)c(OC)c1 (stereo not given),i,i,i,1.4,i,i,-14.2,i,1.1,i,i
CC(=O)Nc1ccc(C(=O)CSc2nnc(-c3ccc(O)cc3)n2CC2CCCO2)cc1 (stereo not given),i,i,i,4.9,i,i,-7.3,i,-3.7,i,i
CCc1ccc(C(=O)COc2ccc(NC(C)=O)cc2)cc1,i,i,i,1.6,i,i,-2.2,i,1.1,i,i
CCO[C@@H]1OC(C(N)=O)=C[C@H](c2coc3ccccc3c2=O)[C@H]1CCCO,i,i,i,1.2,25*,i,-0.9,i,4.8,i,i
O=C(CSc1nnc2ccc(-c3ccc(Br)cc3)nn12)NCC1CCCO1 (stereo not given),i,i,i,1.0,i,i,-13.8,i,-11.8,i,i
CNC(=S)N1N=C(c2ccc(C)cc2)CC1c1ccc(OC)cc1 (stereo not given),i,i,i,-2.6,i,i,-1.9,i,3.8,i,i
